# Source: PubChem BioAssay
# SIAH1 antagonists: Siah-1 peptide-binding antagonists, primary screen, biochemical, fluorescence polarization, rhodamine-plectin, uHTS (AID 1817); one-dose displacement, % at 20 µM; IC50 in µM for titrated hits; 0.02% of 290,000 active; Siah-1 / rhodamine-plectin peptide fluorescence polarization; higher % means a stronger effect; E3 ubiquitin-protein ligase SIAH1 (Homo sapiens);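 active = displacement of at least 50% at 20 µM, with a fluorescence ratio check between 0.3 and a set limit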;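 also: plate controls were Siah plus tracer with DMSO for no effect and tracer alone without Siah for full effect; strong numbers were not always called active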
# West Nile antiviral: West Nile virus antiviral activity, cell-based, CPE readout (AID 1621). West Nile virus-infected cells, CPE inhibition; higher % means a stronger effect. CPE inhibition, % at 10 µM; hits with a dose series show IC50 in µM. 0.02% of 290,000 active; in the data active = a potency from the dose series; inconclusive = CPE inhibition mostly from about 3.7% at the one dose, without a potency; inactive = the rest, 99 in 100 with CPE inhibition below about 2.2%; also: strong numbers were not always called active
# NTR1 ag: agonists of NTR1, primary screen, imaging, U2OS cells, beta-arrestin-GFP, high content (AID 493036); activation, % at 20 µM; NTR1-U2OS beta-arrestin-GFP spot imaging, agonist mode; 0.17% of 330,000 active; Neurotensin receptor type 1 (Homo sapiens), P30989;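 active = activation at or above 40% of the spot to cytoplasm intensity ratio, with at least 20 cells analyzed; inconclusive = wells under 20 cells, flagged as cytotoxic or low count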;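 also: 0% = DMSO without peptide and 100% = 100 nM NTR1 peptide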
# Target sequence (P30989 whole entry, looked up): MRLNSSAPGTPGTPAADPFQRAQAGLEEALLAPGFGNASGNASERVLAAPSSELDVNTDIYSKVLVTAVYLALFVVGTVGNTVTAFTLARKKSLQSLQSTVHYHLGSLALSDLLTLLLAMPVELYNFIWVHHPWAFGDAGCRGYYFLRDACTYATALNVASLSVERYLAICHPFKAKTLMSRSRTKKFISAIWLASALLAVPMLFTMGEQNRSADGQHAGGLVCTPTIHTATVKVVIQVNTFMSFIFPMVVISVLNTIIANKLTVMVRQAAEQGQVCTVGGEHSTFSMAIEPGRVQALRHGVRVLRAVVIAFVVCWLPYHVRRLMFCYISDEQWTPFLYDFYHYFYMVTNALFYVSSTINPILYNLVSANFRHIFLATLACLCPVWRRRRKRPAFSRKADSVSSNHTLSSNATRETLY
# AID2073: inhibitors of Mint1-CaV2.2 protein interaction, biochemical, HTRF (AID 2073) | 0.19% of 290,000 active | HTRF protein-protein interaction, Mint1-CaV2.2; higher % means a stronger effect | one-dose inhibition, % at 20 µM; IC50 in µM for titrated hits; in the data active = inhibition mostly above about 51%, no sharp cut-off; inconclusive = no clear call, values can overlap the other calls; inactive = mostly below about 53%; also: some results filed as inactive read as strong as hits
# Dengue-2 NS5 capping: Dengue-2 NS5 methyltransferase inhibitors, primary screen, biochemical, confirmation dose response (AID 588689); inhibition, % at 25 µM, or IC50 in µM where a hit was titrated; Dengue-2 NS5 methyltransferase capping enzyme assay, biochemical; higher % means a stronger effect; 0.3% of 340,000 active; in the data active = a potency from the dose series; inconclusive = inhibition above about 29% without an active follow-up result
# RSV CPE inhibition: RSV antiviral activity via CPE protection, HEp-2 cells, primary 10 µM value included (AID 2391) | HEp-2 cells, RSV-induced CPE inhibition; higher % means a stronger effect | 0.13% of 310,000 active | CPE inhibition, % at 10 µM; hits with a dose series show IC50 in µM; in the data active = a potency from the dose series; inconclusive = CPE inhibition mostly from about 23% at the one dose, without a potency; inactive = the rest, 99 in 100 with CPE inhibition below about 21%; also: strong numbers were not always called active
# SV40 large T antigen: SV40 large T antigen inhibitors, biochemical (AID 1903). 0.39% of 310,000 active. inhibition, % at 20 µM, or IC50 in µM where a hit was titrated. SV40 large T antigen ATPase/helicase inhibition assay; higher % means a stronger effect; in the data active = a potency from the dose series; inconclusive = inhibition mostly from about 32% at the one dose, without a potency; inactive = the rest, 99 in 100 with inhibition below about 32%; also: strong numbers were not always called active
# K1F lysis inhibition: inhibition of K1F phage lysis, E. coli UTI89, bacterial capsule biogenesis inhibitors, alamar blue (AID 488966). E. coli UTI89 K1F phage lysis, alamar blue, 2 h; higher % means a stronger effect. inhibition, % at 100 µM, or IC50 in µM where a hit was titrated. 0.02% of 340,000 active;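 active = phage lysis inhibition, versus mean bacterial control, above a set limit; inconclusive = no clear call, values can overlap the other calls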;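 also: capsule biogenesis inhibitors block K1F phage lysis so surviving cells raise fluorescence; higher fluorescence means more inhibition of phage lysis; actives were called in the ten point dose series up to 300 µM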
# Rac1 GTP hydrolysis: MgcRacGAP GTPase-activating activity inhibitors, confirmation, biochemical, ADP Hunter fluorescence; 0.6% of 340,000 active; MgcRacGAP-stimulated Rac1 GTP hydrolysis, ADP Hunter fluorescence; higher % means a stronger effect; GST-tagged Rac1 F28L mutant substrate; Rac GTPase-activating protein 1 (Homo sapiens); AID 624330, 2012; inhibition, % at 30 µM; hits with a dose series show IC50 in µM;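 active = first-screen hits whose inhibition reached a set limit at any dose in the follow-up dose series; inconclusive = inhibition above the set first-screen limit but never retested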;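 also: fluorescence reports GDP produced by GAP-driven GTP hydrolysis; strong numbers were not always called active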
# NTR1 ag cell count 20 µM: further read-out of NTR1 ag, marked with its call; cell count; measured here: cell count, cytotoxicity flag
# Active calls of the source: *; ? = inconclusive; . = no result given; [ ] = dose if it differs, or a comment.
SMILES,SIAH1 antagonists,West Nile antiviral,NTR1 ag,NTR1 ag cell count 20 µM,AID2073,Dengue-2 NS5 capping,RSV CPE inhibition,SV40 large T antigen,K1F lysis inhibition,Rac1 GTP hydrolysis
NC(=O)c1ncc(C(F)(F)F)cc1Oc1ccc(F)cc1,-4%,0.1%,1.0,43,-8%,-5%,1.0%,17%,0.7%,3%
CC(NC(=O)c1ccccc1)c1ccc(F)cc1 (stereo unspecified),10%,0.1%,-0.1,52,16%,-4%,1.4%,3%,3.2%,5%
CCCCc1ccc(-c2nc(NC(=O)C3C4CCC(O4)C3C(=O)O)sc2C)cc1 (stereo unspecified),0%,0.1%,5.8,54,-18%,.,10%,14%,.,.
CCCCCOC(=O)Cc1c(O)c2ccccc2n(C)c1=O,0%,0.3%,0.0,62,9%,3%,0.1%,20%,0.2%,23%
COc1ccc(Cl)cc1NC(=O)COc1cccc(-n2cnnn2)c1,-2%,-0.1%,-1.7,87,14%,-2%,2.4%,-4%,-0.5%,1%
O=C(Nc1cccc(N=Cc2cc(Br)cc(Br)c2O)c1)c1ccco1,14%,-0.5%,.,.,61%,-10%,-0.1%,0%,-0.2%,10%
O=C(CN1CCN(S(=O)(=O)c2ccccc2)CC1)N1CCc2ccccc21,.,.,-1.8,73,.,4%,-0.1%,.,0.8%[50 µM],5%
CCC1(c2ccc(F)cc2)NC(=O)N(CC(=O)N2CCN(S(=O)(=O)c3ccc(C)cc3)CC2)C1=O (stereo unspecified),.,.,0.3,56,.,-2%,0.7%,11%,0.4%[50 µM],1%
O=C1C(Cl)=C(Nc2cccc(O)c2)C(=O)N1Cc1ccccc1,0%,-0.2%,3.7,29,-3%,-5%,7.9%,2%,-1.2%,1%
CCOC(=O)c1nnn(CC(=O)N2N=C(c3ccc(Cl)cc3)CC2c2ccc(OC)cc2)c1C(=O)OCC (stereo unspecified),5%,-0.1%,1.1,85,4%,-2%,3.2%,-1%,0.1%,7%
O=C(O)c1ccc(-c2nc(-c3ccccc3Cl)cs2)cc1,6%,0.5%,-1.3,106,13%,3%,15%,13%,-0.1%,16%
COc1ccc(N2CCOCC2)c(NC(=O)c2ccc3c(c2)OCO3)c1,-1%,-0.7%,0.3,58,4%,2%,2.3%,11%,0.0%,7%
O=C(COc1ccc(Cl)cc1)N1CCCCCCC1,3%,-0.4%,0.2,64,0%,.,1.1%,11%,?,11%
CC(=O)CSc1nc2ccc(Nc3nc(N4CCOCC4)nc(N4CCOCC4)n3)cc2s1,1%,2.3%,0.9,57,-8%,-8%,2.2%,21%,-0.2%,4%
CCCc1cc(=O)oc2c(C)c(OCC(=O)N3CCC(C(N)=O)CC3)ccc12,0%,0.3%,1.2,94,9%,0%,1.6%,.,1.0%,0%
C=C[C@@H]1c2ccccc2N(S(=O)(=O)c2ccc(C)cc2)[C@H](c2ccc(OC(C)=O)cc2)C1(C#N)C#N,.,.,0.6,56,.,-4%,-1.5%,.,0.2%,5%
COc1cc(CNc2ccc3c(c2)CCC3)cc(OC)c1O,4%,-0.2%,-0.6,60,-2%,-14%,0.9%,>100µM*,4.3%,26%
COc1ccc(CCN2CCCC(CN(C)C(=O)c3ccoc3C)C2)cc1 (stereo unspecified),0%,-0.3%,1.2,61,9%,-6%,0.1%,9%,0.0%,4%
CCNC(=O)NC(=O)c1csc([N+](=O)[O-])c1,0%,-0.3%,3.3,32,-6%,0%,1.1%,6%,-2.1%,10%
C=CCOc1ccc2ccccc2c1CNCCCN1CCOCC1,6%,.,0.7,69,-4%,-2%,-1.4%,-2%,0.9%,3%
CCN(c1ccccc1)S(=O)(=O)c1cccc(C(=O)N2CCN(S(=O)(=O)c3ccccc3)CC2)c1,2%,-0.6%,2.2,56,5%,2%,3.1%,19%,0.2%,7%
CC(=O)N1N=C(c2cccc(NS(=O)(=O)c3ccc(C)cc3)c2)CC1c1ccco1 (stereo unspecified),2%,0.8%,1.6,56,9%,-4%,20%,13%,0.4%,6%
O=c1oc2cc(OCc3ccc(F)cc3F)ccc2cc1-c1ccc2ccccc2n1,-2%,-0.1%,0.6,61,7%,.,-0.1%,1%,.,.
CC1(C(=O)N2CCC(CC3CC(c4cccc(Br)c4)=NO3)(C(=O)NCC3CCCCC3)CC2)CC1 (stereo unspecified),4%,-1.3%,2.4,77,-1%,-2%,7.9%,-6%,-0.7%,-5%
Nc1ccccc1C(O)(Cc1ccccc1)c1ccccc1 (stereo unspecified),-1%,0.9%,1.3,55,3%,3%,1.0%,6%,0.1%,6%
O=C(Cn1c(NCCO)nc2ccccc21)NCCc1ccccc1,-4%,-0.1%,-0.4,54,-2%,-5%,2.9%,-4%,1.5%,0%
CCc1cc2c(=O)[nH]c(Cc3ccc(Cl)cc3)nc2s1,-2%,-0.2%,1.5,53,-1%,-5%,1.4%,14%,2.3%[50 µM],5%
CCCC1CCC(c2nc(-c3cccnc3)no2)CC1 (stereo unspecified),-6%,0.7%,14,98,4%,-3%,?,15%,1.1%,1%
COc1ccc(/C=N/NC(=O)c2ccc(O)cc2O)cc1CSc1ccccn1,14%,0.2%,1.3,51,30%,3%,4.6%,20%,?,7%
CC1Cc2ccccc2N1C(=O)COC(=O)C1(c2ccccc2F)CCCC1 (stereo unspecified),11%,-0.8%,2.5,47,-4%,-5%,13%,-13%,2.4%,11%
CN1CCc2c(OCC(=O)N3N=C(c4cccs4)CC3c3ccc(F)cc3)cccc2C1=O (stereo unspecified),-3%,.,1.5,56,16%,-6%,9.3%,9%,2.8%,7%
Cc1ccc(-n2ncc3c(=O)n(CC(=O)N(C(C)C)C(C)C)cnc32)cc1,13%,-0.7%,-0.9,63,-5%,-9%,1.2%,4%,1.0%,9%
CSc1ccc(C(=O)NC2CCSc3ccccc32)cc1 (stereo unspecified),-2%,-0.6%,-0.5,53,-4%,4%,1.2%,10%,-0.2%,1%
O=C(Cn1c2[n+](c3ccc(C(F)(F)F)cc31)CCCCC2)Nc1ccccc1,-4%,0.6%,-1.2,75,-9%,8%,0.4%,11%,-6.4%,-8%
CCCCOP(=O)(c1ccc(N(C)C)cc1)C(O)c1c(Cl)cccc1Cl (stereo unspecified),4%,-1.3%,2.3,83,0%,-7%,3.0%,27%,-1.3%[50 µM],9%
COc1ccc(NC2=NCC(=O)N2c2ccccc2)c(OC)c1,6%,0.5%,-4.9,79,-8%,-6%,1.4%,3%,-1.9%,8%
O=C(COc1ccc2ccc(=O)oc2c1)N1CCc2ccccc21,-3%,-0.3%,-1.5,31,-6%,11%,-0.9%,12%,0.2%,-10%
Cc1ccc(NC(=O)CSc2nncs2)cc1Cl,.,.,-1.4,57,.,-5%,1.3%,.,0.7%[50 µM],9%
CC(=O)c1ccc(S(=O)(=O)Nc2cccc(S(=O)(=O)NC3=NCCC3)c2)cc1,11%,0.9%,1.6,59,4%,1%,0.8%,14%,0.4%,5%
CC(C)CN(C(=O)COC(=O)c1cccc2ccccc12)c1c(N)n(Cc2ccccc2)c(=O)[nH]c1=O,.,.,0.6,58,.,-5%,1.4%,6%,-0.1%[50 µM],3%
O=C(Nc1ccccc1)OCCN1CCN(Cc2ccccc2)CCC1=O,-3%,-0.7%,1.3,67,-1%,-5%,0.8%,5%,-0.1%,-1%
Cc1cc(NC(=O)c2cc(C3CC3)on2)no1,-1%,-0.1%,0.5,99,0%,-4%,2.8%,10%,-0.1%,7%
COC1=CCC2([N+](=O)[O-])CN(CCO)CC1([N+](=O)[O-])C2 (stereo unspecified),-8%,0.2%,0.1,47,8%,-4%,1.2%,16%,0.4%,-5%
O=C(O)/C=C/C(=O)N1CCN(c2ccccc2F)CC1,0%,0.0%,1.2,52,-3%,8%,-1.1%,8%,2.4%,9%
CC(=O)O[C@]1(C(C)=O)CC[C@H]2[C@@H]3C=C(C)C4=CC(=O)CC[C@@H]4[C@H]3CC[C@@]21C,.,.,0.6,76,.,-5%,22%,23%,1.9%,9%
O=C(CN(Cc1ccccc1)C(=O)c1cc2c(s1)CCC2)NCc1cccs1,2%,-1.0%,-0.6,92,4%,-2%,3.9%,0%,0.9%,7%
COc1ccc(OCCOCCN2CCN(C)CC2)cc1,12%,-0.2%,1.0,57,23%,6%,-0.2%,9%,0.1%,70µM*
O=C(N/N=C/c1ccc2c(c1)OCO2)c1ccc(COc2cccc3cccnc23)cc1,14%,0.2%,6.9,35,21%,-2%,0.7%,4%,-0.3%,2%
COc1ccc(NC(=O)CSc2nc(N)c(NC(=O)c3cccs3)c(=O)[nH]2)cc1,-2%,0.5%,3.9,54,-1%,-5%,1.1%,16%,0.6%[50 µM],2%
O=C(NCCc1ccccc1)c1ccc2c(c1)OCO2,5%,-0.2%,-1.2,59,2%,-8%,1.5%,6%,0.1%,4%
COc1ccc(C2(C)NC(=O)N(CC(=O)Nc3c(C)n(C)n(-c4ccccc4)c3=O)C2=O)cc1 (stereo unspecified),.,.,0.6,45,.,0%,-0.3%,7%,0.2%[50 µM],-6%
O=S(=O)(NCCN1CCOCC1)c1ccc(Oc2ccccc2Cl)cc1,12%,-1.3%,-1.3,29,7%,7%,5.4%,14%,-0.1%,12%
Cc1cc(C)cc(NC(=S)N2CCN(S(C)(=O)=O)CC2)c1,-6%,0.2%,0.5,58,-10%,7%,0.8%,10%,1.8%[50 µM],7%
N=c1ccn(Cc2ccc([N+](=O)[O-])cc2)cc1,-3%,0.5%,0.0,55,-4%,-5%,3.0%,-2%,0.4%,9%

# Fetched by structure from above, 5 records:
SMILES,SIAH1 antagonists,West Nile antiviral,NTR1 ag,NTR1 ag cell count 20 µM,AID2073,Dengue-2 NS5 capping,RSV CPE inhibition,SV40 large T antigen,K1F lysis inhibition,Rac1 GTP hydrolysis
Cc1cc(NC(=O)c2cc(C3CC3)on2)no1,-1%,-0.1%,0.5,99,0%,-4%,2.8%,10%,-0.1%,7%
O=C(NCCc1ccccc1)c1ccc2c(c1)OCO2,5%,-0.2%,-1.2,59,2%,-8%,1.5%,6%,0.1%,4%
N=c1ccn(Cc2ccc([N+](=O)[O-])cc2)cc1,-3%,0.5%,0.0,55,-4%,-5%,3.0%,-2%,0.4%,9%
O=C(CN(Cc1ccccc1)C(=O)c1cc2c(s1)CCC2)NCc1cccs1,2%,-1.0%,-0.6,92,4%,-2%,3.9%,0%,0.9%,7%
O=C(Nc1ccccc1)OCCN1CCN(Cc2ccccc2)CCC1=O,-3%,-0.7%,1.3,67,-1%,-5%,0.8%,5%,-0.1%,-1%
